Source: PubChem
CD40 NFkB inh – CD40 pathway inhibition in BL2 cells; BL2 NF-kB luciferase reporter, CD40L-induced, 4 h; inhibition, % at 10 µM; hit rate 0.94% among 83,000;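 active = mean inhibition of at least 50% with a set share of replicates also reaching that level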;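 note: 0% = neutral control wells and 100% = IKK inhibitor VII at 50 µM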
* marks the source's active call; other numbers are inactive results; [ ] = another dose, or the depositor's remark. These rows are one share of the data, so the mix of outcomes need not match the whole.

SMILES	CD40 NFkB inh
CN1C(=O)c2cc(NC(=O)C3CCOCC3)ccc2OC[C@H]2O[C@H](CC(=O)NCC3CCCCC3)CC[C@H]21	-13.3[25 µM]
O=C(Nc1ccc(F)cc1)N1CCCCN2[C@H](CO)[C@@H](c3ccc(C#CC4CC4)cc3)[C@@H]2C1	-2.2[25 µM]
CCOC(=O)C1CCCN(S(=O)(=O)c2ccc(S(=O)(=O)N3CCCC3)cc2)C1 (stereo unspecified)	0.8
CC1CN(C)C(C)CC1NCc1ccc2c(c1)OCO2 (stereo unspecified)	2.8
C[C@H](CO)N1C[C@H](C)[C@@H](CN(C)S(=O)(=O)CC(F)(F)F)OCc2ccccc2-c2c(n(C)c3ccccc23)C1=O	-2.9[25 µM]
O=S1(=O)CCC(n2nccc2-c2ccccc2)C1 (stereo unspecified)	-1.7
CC(C)C1CC(N(C)C)=CC(=S)N1 (stereo unspecified)	30.4*
COCCn1cnc2c(c1=O)c1nc3ccccc3nc1n2/N=C/c1cccc(OC)c1	-9.7
COc1ccc(C2C(=O)N(C3CCCCC3)CC(=O)N2C2CCCCC2)cc1 (stereo unspecified)	5.6
COc1ccc(NC(=O)N(C)C[C@H]2OCCCC[C@@H](C)Oc3ccc(NC(=O)c4ccncc4)cc3C(=O)N([C@H](C)CO)C[C@@H]2C)cc1	-9.6[25 µM]
O=C(NCCc1ccccc1)C1CC(=O)N(c2ccc3c(c2)OCCO3)C1 (stereo unspecified)	2.3
CC1CCN(C(CNS(=O)(=O)c2ccccc2)c2ccccc2)CC1 (stereo unspecified)	12.1
CCOCCCNC(=O)c1ccccc1OC1CCN(S(C)(=O)=O)CC1	-12.1
O=S(=O)(c1cc(C(F)(F)F)ccc1Cl)N1CCN(c2ncnc3ccccc23)CC1	0.7
O=C(O)C1C2C=CC(C2)C1C(=O)N1CCc2ccccc21 (stereo unspecified)	0.4
CC(C)CSc1nc2ccccc2n1CC(N)=O	0.2
COc1ccc(S(=O)(=O)N2CCC(C(=O)N[C@@H](C)C(=O)N3CCCC3)CC2)cc1	2.2
O=[N+]([O-])c1ccc2ncnc(Nc3ccc4c(c3)OCCO4)c2c1	36.0*
COc1ccc(NC(=O)CN(C)C(=O)Cc2ccc(-c3ccccc3)cc2)cc1	3.8
COc1ccccc1S(=O)(=O)N[C@H]1C=C[C@H](CC(=O)N2CCOCC2)O[C@@H]1CO	-5.6[25 µM]
O=C(Nc1ccccc1C(=O)OCC(=O)N1CCc2ccccc2C1)c1ccco1	-42.5
O=C(Cc1ccccc1)c1ccc(O)cc1	-9.9
O=S(=O)(Nc1cccc(-c2ccc3nncn3n2)c1)c1cc(F)ccc1F	2.5
Cc1nc2c(-c3ccccc3)c(C)nn2c(C)c1CCC(=O)NC(C)CCc1ccco1 (stereo unspecified)	9.8
COc1ccccc1NC(=O)Cn1nc(C)n2cccc2c1=O	4.9
CCC(C)(C)NC(=S)Nc1ccccc1C	-2.2
CCCNC(=O)N1[C@H](C#N)[C@H](c2ccc(C3=CCCCC3)cc2)[C@H]1CO	18.3[25 µM]
CC(NC(=O)C1CCN(S(=O)(=O)c2cccc3cccnc23)CC1)c1ccccc1 (stereo unspecified)	-3.9
CC1(C(=O)NS(=O)(=O)c2ccc(C#N)cc2)CCN1C(=O)CCc1ccc(Cl)cc1Cl (stereo unspecified)	6.4
O=C(Nc1ccc(Oc2ccccc2)nc1)C1CCCCN1Cc1ccc(OCCO)cc1 (stereo unspecified)	-4.9
COc1cccc(-n2c(SCC(=O)NC3CC3)nc3ccccc3c2=O)c1	-2.5
CN1/C(=C/C2CC(=O)N(c3cccc4ccccc34)C2=O)C(C)(C)c2ccccc21 (stereo unspecified)	4.4
COc1ccc(-c2cc(C(=O)N3CCOCC3)c3cc(C)ccc3n2)cc1	-40.5
CC1(C)Cc2cccc(OCC(=O)Nc3cccnc3)c2O1	8.9
O=C(NCc1cccnc1)C1CCN(S(=O)(=O)c2cccs2)CC1	9.2
COc1cc(C(=O)Nc2cc(C(F)(F)F)ccc2N2CCOCC2)ccc1OCC(=O)N1CCOCC1	-0.5
COc1ccc(NS(=O)(=O)c2cccc(C(=O)N(C)Cc3ccc(SC)cc3)c2)cc1	-8.3
CC(=O)N1[C@@H](CO)[C@@H](c2ccccc2)[C@@H]1CNC(=O)CN1CCOCC1	4.1[25 µM]
CCOCC(=O)Nc1cc([N+](=O)[O-])ccc1C	9.3
O=C(NCc1cccs1)c1nc2ncccn2n1	6.5

Reformatted: results already given
> COc1cc(C(=O)Nc2cc(C(F)(F)F)ccc2N2CCOCC2)ccc1OCC(=O)N1CCOCC1
  CD40 NFkB inh: -0.5

> COc1ccc(NS(=O)(=O)c2cccc(C(=O)N(C)Cc3ccc(SC)cc3)c2)cc1
  CD40 NFkB inh: -8.3

> CC(=O)N1[C@@H](CO)[C@@H](c2ccccc2)[C@@H]1CNC(=O)CN1CCOCC1
  CD40 NFkB inh: 4.1[25 µM]

> CCOCC(=O)Nc1cc([N+](=O)[O-])ccc1C
  CD40 NFkB inh: 9.3

(next part)
SMILES	CD40 NFkB inh
CCc1nnc(NC(=O)C2CCN(C(=O)c3ccccc3C)CC2)s1	-4.9
O=C(CCCn1c(=O)[nH]c2ccccc2c1=O)NCCSCc1ccccc1	2.3
CC12CCC(=O)N1C(C(=O)Nc1ccccc1N1CCCCC1)CS2 (stereo unspecified)	14.1
Cn1ccc(C(=O)Nc2sc3c(c2C(N)=O)CCCCC3)n1	-34.8
CCc1c(C(=O)N/N=C/c2cn[nH]c2-c2ccc(F)cc2)csc1C	18.7
CN(C)S(=O)(=O)N1CCC(Oc2ccc(C(=O)NC3CCCCC3)cc2)CC1	-8.4
CCOC(=O)c1cc(CC)sc1NC(=O)COC(=O)c1ccccn1	4.1
COCCN(C(=O)Cc1ccc(S(=O)(=O)N2CCOCC2)s1)c1c(N)n(CC(C)C)c(=O)[nH]c1=O	-0.2
CC(C)(C)[S@](=O)N1Cc2cc(C(=O)N[C@@H]3CCN(Cc4ccccc4)C3)nc(-c3cccc(-c4cccnc4)c3)c2[C@@H]1CCO	-5.6[25 µM]
N#CCSc1nnc(SCC#N)s1	-9.6

Some of these compounds in order of count of non-hydrogen atoms, high to low:
SMILES	CD40 NFkB inh
COCCN(C(=O)Cc1ccc(S(=O)(=O)N2CCOCC2)s1)c1c(N)n(CC(C)C)c(=O)[nH]c1=O	-0.2
COc1ccc(NS(=O)(=O)c2cccc(C(=O)N(C)Cc3ccc(SC)cc3)c2)cc1	-8.3
CCC(C)(C)NC(=S)Nc1ccccc1C	-2.2

The list continues:
SMILES	CD40 NFkB inh
O=C(Nc1ccc(Cc2ccncc2)cc1)C1CC1	2.0
CC(=O)c1ccc(S(=O)(=O)N(CC(=O)NC2CC2)Cc2ccc(F)cc2)cc1	-16.6
Cc1ccc(S(=O)(=O)NCCCCCC(=O)Nc2nccs2)cc1	21.0
Cc1c(C(=O)NCc2ccccc2)cnn1-c1ccccc1	-39.5
Oc1ccc(Br)cc1-c1nc2cnccn2c1NC1CCCCC1	8.2
CC1(C)NC(=O)N(CC(=O)OCC(=O)c2ccc(F)cc2)C1=O	4.1
C[C@H]1CC=CC[C@@H](c2ccccc2)NC(=O)[C@H](C)N(C)C(=O)c2ccccc2O1 (mixture of isomers)	5.8[25 µM]
COc1ccc2c3c([nH]c2c1)[C@@H](CO)N(S(=O)(=O)c1cn(C)cn1)CC31CCN(CC2CCCCC2)CC1	0.8[25 µM]
CC(C)NC(=O)N(C)C[C@@H]1Oc2ccc(NS(C)(=O)=O)cc2CC(=O)N(C)C[C@@H]1C	-0.4
COCCOC(=O)c1c(C)oc2ccc(OC(=O)c3ccco3)cc12	-18.3
O=C(CCCCN1CCCCC1)c1ccc2c(c1)Cc1ccccc1-2	-1.7
CN1CCN(C(=O)c2cnn(-c3ccccc3)c2NC(=O)c2ccccc2)CC1	6.8
OCC1(Cc2ccccc2C(F)(F)F)CCN(Cc2ccc3c(c2)CCO3)CC1	3.6
C[C@H]1CN([C@@H](C)CO)C(=O)CCCn2nncc2CO[C@H]1CN(C)S(=O)(=O)c1ccc(Oc2ccccc2)cc1	2.7
Cc1ccccc1-c1ccc([C@@H]2[C@H](CO)N3C(=O)CN(C(=O)c4ccncc4)C[C@@H]23)cc1	-8.4[25 µM]
Cc1ccnc(Nc2nc3ccccc3o2)n1	67.8*
CC1CN(S(=O)(=O)c2cccc(C(=O)N(CCc3ccccc3)Cc3ccccc3)c2)CC(C)O1 (stereo unspecified)	-1.0
CC1CCCN(CC(O)COc2ccc3c(c2)OCO3)C1 (stereo unspecified)	7.9
O=C(CCC(=O)c1ccc(F)cc1)OCc1nnc(-c2ccc([N+](=O)[O-])cc2)o1	4.2
O=C(Cc1ccccn1)N1CC(=O)N2[C@H](CO)[C@H](c3ccc(C#CCC4CCCC4)cc3)[C@@H]2C1	2.0[25 µM]
CC1CN(C(=O)c2c(Br)cnn2C)CC(C)O1 (stereo unspecified)	5.4
COc1ccc(C(=Cc2ccccc2[N+](=O)[O-])C(=O)O)cc1	-71.5
O=[N+]([O-])c1ccc(Oc2ccc(F)cc2)c2ccncc12	-0.1
CC=Cc1ccc2n(c1=O)C[C@@H]1[C@@H](CO)[C@H](C(=O)NCC)[C@H]2N1Cc1nccs1 (mixture of isomers)	2.2[25 µM]
O=C(Nc1ncc(Cc2ccccc2)s1)c1cccs1	-28.7
C[C@H]1CN([C@@H](C)CO)C(=O)c2ccccc2-c2ccccc2CO[C@H]1CN(C)Cc1ccc(Cl)c(Cl)c1	22.9[25 µM]
CCN(CC)C(=O)c1cccc(-c2csc(C(C)(O)c3ccc(F)c(F)c3)n2)c1 (stereo unspecified)	5.6
COCC(=O)N1CC2(C1)CN(Cc1ccc3c(c1)OCO3)[C@H](CO)c1c2c2ccc(OC)cc2n1C	-0.6[25 µM]
CN1C(=O)C(O)(CC(=O)/C=C/C=C/c2ccccc2)c2ccccc21 (stereo unspecified)	18.5
CCCNC(=O)c1oc2ccc3c(c2c1C)C=CC(C)(C)O3	-42.3
CC(=O)c1c(O)c(C)c(O)c2c1OC1=CC(=O)/C(=C(/C)N)C(=O)C12C (stereo unspecified)	13.4
CNC(=S)NCC(O)c1ccc([N+](=O)[O-])cc1 (stereo unspecified)	12.2
CC(=O)OC[C@@H]1CN(Cc2ccccc2)C[C@H](n2cnc3c(NCc4ccc(F)cc4)ncnc32)O1	10.6
O=C(O)c1cc(-c2ccc3c(c2)OCO3)nc2ccc(Br)cc12	-16.9
Clc1ccc2[nH]cc(-c3nnnn3-c3ccccc3)c2c1	-27.5
O=C(COC(=O)C(O)c1ccccc1)NC12CC3CC(CC(C3)C1)C2 (stereo unspecified)	9.8
O=C(O)c1c(NC(=O)N2CCCC2)sc2c1CCCC2	4.6
CC(=O)NCc1cccc(CNC(C)=O)n1	5.6
COC(=O)Nc1nncs1	3.6
COC(=O)c1cc(Sc2c(Cl)cccc2Cl)ccn1	-14.2
COc1ccc(N2CCN(C(=O)COC(=O)c3ccc(OC(F)F)cc3)CC2)cc1	7.1
Fc1ccc(CSc2nncn2NCc2ccccc2)cc1	8.3
O=C(Cc1ccc(Cl)cc1)Nc1cccnc1Cl	1.8
CCS(=O)(=O)Nc1ccc2c(c1)C(=O)N(C)[C@@H]1CC[C@@H](CC(=O)NC3CCCCC3)O[C@@H]1CO2	-7.3[25 µM]
CCc1ccc(OCC(O)CNC(C)(C)C)cc1 (stereo unspecified)	7.6
O=C1[C@@H]2CSCN2C(=O)CN1CCc1cccc(F)c1	2.9
COc1ccccc1NC(=O)N1CCCCN2[C@H](C1)[C@H](c1ccc(-c3ccc(C)cc3)cc1)[C@@H]2CO	23.5[25 µM]
Cc1ccnc(NC(=O)CCNS(=O)(=O)c2ccc(C)c(C)c2)c1	30.2
Cc1ccc(NC(=O)CSC(C)C(=O)OC(C)C(=O)NC2CCCCC2C)cc1 (stereo unspecified)	1.3
O=C(COC(=O)c1ccccn1)NNC(=O)c1ccc(Br)cc1	-4.6
Remaining list, next part:
SMILES	CD40 NFkB inh
COCCN1Cc2cccc(C(=O)NCc3ccccn3)c2C1=O	-0.3
N#Cc1ccc(-c2ccc3c(c2)[C@H]2[C@H](CCN2C(=O)C2CCCC2)[C@@H](CO)N3)cc1	11.5
COc1cccc(NC(=O)C(=O)NCC2CCCN2S(=O)(=O)c2ccccc2)c1 (stereo unspecified)	-33.8
CCOC(=O)c1cccnc1SCc1cc(=O)n2ccccc2n1	5.1
CSc1nc2ccc(NC(=O)C3CC(=O)N(Cc4ccco4)C3)cc2s1 (stereo unspecified)	-1.5
N#C[C@@H]1[C@@H](c2ccccc2C2=CCCCC2)[C@@H](CO)N1C(=O)c1ccccn1	13.0[25 µM]
COCC(=O)N1[C@@H](C#N)[C@H](c2ccccc2-c2ccccc2)[C@@H]1CO	-3.3[25 µM]
Cc1ccccc1C(=O)N1CCC(C(=O)OCc2ccccc2Cl)CC1	3.5
COCc1cc(=O)n2[nH]c(C(F)(F)F)nc2n1	14.0
N#C[C@H]1[C@@H](c2ccccc2C2=CCCC2)[C@@H](CO)N1C(=O)NC1CCCCC1	16.3[25 µM]
Cc1cc(=O)oc2cc(OCC(=O)Nc3c(C)n(C)n(-c4ccccc4)c3=O)c(Cl)cc12	-6.4
COc1cc(NC(=O)COc2ccc(-n3cnnn3)cc2)cc(OC)c1OC	2.4
CCOC(=O)c1sc(SC)nc1N	-4.8
